Compound activity deposited in PubChem BioAssay by National Center for Advancing Translational Sciences (NCATS).
MCF10A rereplic – A quantitative high throughput screen for small molecules that induce DNA re-replication in MCF 10a normal breast cells. MCF 10A DNA re-replication, Hoechst nuclear intensity, 48 h. Potency, µM (doses to about 46.1 µM), for the others: at the top dose activity, positive = re-replication, actives largely listed as activators. actives 2.9% (n = 350,000); note: potency is the fitted concentration of half-maximal effect; % of control where 0% means no effect; nearly all actives have a fitted effect of over 50% in size
IL-1B inflam inh – qHTS for Inhibitors of Inflammasome Signaling: IL-1-beta AlphaLISA Primary Screen. THP-1 LPS/ATP IL-1B secretion, AlphaLISA, 16 h; hits give low values. activity change, % at 57.5 µM. actives 4.7% (n = 360,000). AID 743279, 2014; in the data active = activity change below about -50%; inconclusive = mostly about -30% to -49%; note: % is set by controls: 0 for no effect and ±100 for the full control effect
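THP-1 cells pretreated 1 hr with compounds (up to 57.5 uM final), then stimulated with LPS (250 ng/mL final) plus ATP (1.25 mM final); secreted IL-1B measured by AlphaLISA after 16 hr, decreased signal indicating inhibition.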
ATXN2 expr inh – Primary qHTS for Inhibitors of ATXN expression; actives 0.72% (n = 360,000); AID 1745845, 2022; Potency, µM (top dose mostly 57 µM), without a hit: at the top dose activity change, negative = inhibition, most hits filed as inhibitors; HEK-293 ATXN2-luciferase reporter, luminescence, 24 h; note: potency is the fitted concentration of half-maximal effect; % is set by controls: 0 for no effect and ±100 for the full control effect; nearly all actives have a fitted effect of over 55% in size
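ATXN2-luciferase reporter cells (luciferase flanked by upstream and downstream ATXN2 gene portions) were treated 24 h at 37 °C with compounds at up to 57 uM. SteadyGlo luminescence gave expression; GF-AFC fluorescence gave viability.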
S2 tox – Viability Counterscreen for Primary qHTS for Inhibitors of ATXN expression; S2 cells (HEK-293 line with an ATXN2-luciferase reporter) viability, CellTiter-Fluor protease fluorescence, 24 h; Potency, µM (doses to about 56.7 µM), actives largely listed as cytotoxic; actives 0.49% (n = 400,000); note: potency is the fitted concentration of half-maximal effect; nearly all actives have a fitted effect of over 40% in size
Nrf2 inh – Nrf2 qHTS screen for inhibitors; A549 ARE-Fluc reporter, luciferase luminescence, 18-24 h; Potency, µM (top dose mostly 46 µM), inactives show at the highest dose activity change, negative = inhibition, actives largely listed as inhibitors; actives 2.1% (n = 360,000); note: potency is the fitted concentration of half-maximal effect; % is set by controls: 0 for no effect and ±100 for the full control effect; nearly all actives have a fitted effect of over 60% in size
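Quantitative HTS in A549 cells stably bearing an antioxidant response element-firefly luciferase construct. Inhibition of Nrf2-driven transcription was scored by luminescence after 18-24 h of compound exposure at 37 °C.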
HepG2 tox – qHTS for Inhibitors of TGF-b: Cytotox Counterscreen; HepG2 CAGA-GFP viability, ATP luminescence, 18 h; Potency, µM (titrated, usually from 46.1 µM), without a hit: at the highest dose activity change, negative = cytotoxicity, hits mostly cytotoxic; AID 588856, 2011; actives 0.76% (n = 410,000); note: potency is the fitted concentration of half-maximal effect; some results filed as inactive show a strong effect at the top dose
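HepG2 CAGA-GFP cells (1000/well, DMEM with 1% FBS) received compound, then TGF-beta at 500 pg/mL final, and were incubated 18 hours at 37 degrees C. Viability was read by CellTiter-Glo luminescence. Media-only wells were set as complete cell-killing and DMSO as no toxicity.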
TGFb SMAD3 inh – qHTS for Inhibitors of TGF-b. Potency, µM (series often up to 46.1 µM), inactives show at the highest dose activity, negative = inhibition, actives largely listed as inhibitors. AID 588855, 2011. HepG2 CAGA-GFP TGF-b/SMAD3 reporter, GFP fluorescence, 18 h; TGF-beta stimulated, 500 pg/mL final. actives 1.2% (n = 410,000); note: potency is the fitted concentration of half-maximal effect; % is set by controls: 0 for no effect and ±100 for the full control effect; nearly all actives have a fitted effect of over 65% in size
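Per well, imaged GFP fluorescence of HEPG2 CAGA-GFP cells gives the signal; cells get compound, then TGF-beta (500 pg/mL final), 18 h at 37 degrees C; %Activity versus -TGF-beta and +DMSO controls.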
Nrf2 activator – qHTS of Nrf2 Activators; AREc32 ARE-luciferase reporter (MCF7-derived line), luminescence, 24 h; Potency, µM (titrated, usually from 46.1 µM), for the others: at the highest dose activation, hits mostly activators; actives 0.31% (n = 410,000); AID 624171, 2012; note: potency is the fitted concentration of half-maximal effect; % of control where 0% means no effect; nearly all actives have a fitted effect of over 65% in size
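Steps: seed AREc32_Fluc cells (1000/well, 5% FBS OPTI-MEM); incubate overnight at 37 deg C; add 23 nL compound; incubate 24 hr; add Steady-Glo; hold 30 min RT; read luminescence.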
A549 viability – Nrf2 qHTS screen for inhibitors: counterscreen for cytotoxicity | A549 ARE-Fluc cells, CellTiter-Fluor viability, 18-24 h | Potency, µM (doses to about 46 µM), for the others: top-dose activity change, negative = cytotoxicity, usual class: inhibitors | actives 0.16% (n = 390,000) | AID 504648, 2011; note: potency is the fitted concentration of half-maximal effect; % is set by controls: 0 for no effect and ±100 for the full control effect
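A549 ARE-Fluc cells in 5% FBS OPTI-MEM, 5000 cells/well, rested 2 h then exposed to compounds in concentration-response for 18-24 h at 37 °C. Viability by CellTiter-Fluor fluorescence (Ex 405/Em 525) after 30 min; luciferase luminescence (BugLite, 15 min, RT) read afterwards.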
The depositor's hits bear a star; i = inactive; ? = inconclusive; / = no result given; & = joins results of further samples; [ ] = remark or other dose. Unless noted, calls come from the whole dose curve; as a rule, active = well fitted curve in the direction sought with a large enough effect; inconclusive = small, poorly fitted or top-dose-only effect, or another doubt; inactive = no such curve, though single readings can be large; an effect the other way counts as inactive or inconclusive.

Compound	Nrf2 activator	Nrf2 inh	S2 tox	TGFb SMAD3 inh	A549 viability	MCF10A rereplic	HepG2 tox	ATXN2 expr inh	IL-1B inflam inh
O=c1nc(Nc2cccc(Cl)c2)oc2cc(Cl)oc(=O)c12	-0.3%	3%	i	30%	3%	16µM*	14%	/	21
C=CCOc1c(Br)cc(CNCCCN2CCOCC2)cc1OC	-1.1%	0%	/	1%	2%	4%	-17%	/	4
CC(=O)Cc1nsc(NC(=O)c2csc3c2CCCC3)n1	2.6%	-29%	i	4%	1%	14%	-29%	10%	-17
CC(=O)Nc1cc2c(cc1Br)-c1ccccc1C2	11%	?	i	-2%	-8%	24%	-24%	51%[activator]	-2
Cc1ccccc1OC(=O)c1snnc1C	-0.8%	27%	i	-2%	0%	/	-3%	1%	/
CCc1nnc(NC(=O)Cc2ccc(OC)cc2)s1	0.3%	-22%	i	15%	2%	-1%	-14%	-35%	24
COC(=O)c1cc(NC(=O)Cn2ncc3c2-c2ccccc2OC3)cc(C(=O)OC)c1	-1.1%	-10%	i	-23%	1%	/	-29%	-11%	/
CO/N=C/CC(=O)Nc1ccc(F)cc1F	-0.1%	1%	i	-8%	-1%	11%	2%	2%	28
CC1CC(=O)NN1C(=O)c1ccccc1 (stereo not given)	0.1%	-20%	i	-19%	2%	1%	14%	-2%	-2
CCCCNC1(C#N)CCN(Cc2ccccc2)CC1	-0.7%	?	i	11%	2%	-3%	0%	3%	10
O=C(NCc1ccccc1)c1cc(-c2ccncc2)nc2ccc(S(=O)(=O)N3CCOCC3)cc12	0.3%	?	i	16%	10%	-2%&-20%	-14%	10%	5
COC(=O)CCC(=O)OC	-0.5%	-11%	i	0%	-2%	?	-9%	-4%	4
COc1cc(NS(=O)(=O)c2cccc3nsnc23)cc(OC)c1	-0.3%	2%	i	-6%	4%	-5%	-37%	-6%	13
N#C/C(=C\c1cn(-c2ccccc2)nc1-c1ccccc1)S(=O)(=O)c1ccccc1	5.7%	13%	i	?	-1%	2%	13%	17%	3
c1ccc(-c2cnc(SCCN3CCOCC3)n2CC2CCCO2)cc1 (stereo not given)	-0.3%	6%	i	15%	-2%	-12%	-16%	1%	8
FC(F)(F)c1ccc(NCc2ccccn2)nc1	1.5%	?	i	2%	0%	-8%	10%	38%	?
CCOC(=O)c1c(NC(=O)Cc2coc3cc(C)ccc23)sc2c1CCCC2	0.3%	-12%	i	4%	15%	/	-21%	1%	/
Cc1ccc2nc(-c3cccc(N)c3)[nH]c2c1	-1.2%	?	i	-11%	15%	2%	-57%	-22%	-4
CC(=O)c1cccc(N/C=C\C(=O)c2ccc(C)cc2)c1	6.7%	?	i	4%	0%	?	-32%	67%[activator]	8
O=C(Nc1ccc(Cl)cc1)Nc1ccccc1C(=O)NCc1ccco1	?	-8%	i	-3%	-7%	-3%	-47%	5%	?
Cc1cc(Cl)c(S(=O)(=O)N2CCN(c3cccc(C)c3C)CC2)cc1OCC(N)=O	0.3%	?	/	?	-6%	12%	-94%	/	39
CCOc1ccc(C(=O)NC2CC(=O)N(c3ccc(C)cc3)C2)cc1OCC (stereo not given)	-0.9%	/	/	-2%	0%	/	1%	/	/
CCN(C(=O)Cn1cnc2cc([N+](=O)[O-])ccc2c1=O)C1CCS(=O)(=O)C1 (stereo not given)	-0.9%	11%	i	2%	3%	-1%	-4%	0%	33
Cc1ccnc(NS(=O)(=O)c2ccc(NC(=O)c3cc(=O)c4ccccc4o3)cc2)n1	6.1%	2%	i	2%	0%	-4%	-4%	0%	0
COCCCNC(=S)N1CCN(S(C)(=O)=O)CC1	1.7%	2%	i	-4%	16%	5%	-19%	5%	-6
O=C1CN(N=Cc2ccco2)C(=O)N1	0.6%	19%	i	-4%	5%	-4%	16%	-2%	-16
O=C(O)/C(=C\c1cn(-c2ccccc2)nc1-c1ccc(Cl)cc1)NC(=O)c1ccccc1	-0.1%	1%	i	-21%	-3%	19%	-5%	-2%	-4
O=C(c1ccco1)N1CCn2c1nc1ccccc12	15%	?	i	26%	1%	-1%	-3%	21%	-3
COc1cccc2c1Oc1ncccc1N(C(=O)CCC(=O)NCc1ccc(N(C)C)cc1)C2	-0.4%	17%	i	-1%	0%	/	2%	5%	/
CC(=O)Nc1ccc(NCc2ccc(-c3ccccc3)cc2)cc1	9.3%	-5%	i	-11%	3%	0%	-20%	-9%[11.3 µM]	0
CCOCC(O)CS(=O)(=O)c1ccccn1 (stereo not given)	-0.4%	8%	i	-2%	-5%	1%	3%	2%	-11
CCC1CCCCN1C(=O)CSc1nnc2nc(C)cc(C)n12 (stereo not given)	-0.7%	-8%	i	-22%	2%	-7%	-25%	-10%	-7
O=S(=O)(c1ccc(F)cc1)N1CCN(c2ccc(F)cc2)CC1	-0.7%	-23%	i	-29%	4%	8%	-23%	173%[activator]	-24
COc1ccc(C(=O)/C=C/Nc2c(C)n(C)n(-c3ccccc3)c2=O)cc1OC	2.8%	6%	i	-17%	-6%	?	-19%	-7%	-11
O=C(NC1CCCCC1)C1(S(=O)(=O)c2ccc(Cl)cc2)CC1	-0.4%	-5%	i	5%	-4%	-4%	-32%	-1%	-10
COC(=O)c1c(NC(=O)C(C)(C)C)csc1C	-0.5%	4%	i	0%	-7%	-6%	-31%	-9%	2
CN(CC(=O)Nc1ccc(Cl)cc1)S(=O)(=O)c1cccc2cccnc12	3.0%	-22%	?	-27%	-2%	7%	-13%	?	-15
Cc1nnc(SCC(=O)NC2CCCc3ccccc32)n1-c1ccccc1 (stereo not given)	2.4%	-9%	i	-3%	7%	-1%	1%	-22%	-4
CC(C)C(NC(=O)c1ccc(C(C)(C)C)cc1)C(=O)O (stereo not given)	-0.3%	1%	/	-18%	-4%	-1%	10%	/	-7
CC(C)(C)NC(=O)CN(Cc1ccc(F)cc1)C(=O)Cn1nnc(-c2ccc(F)cc2)n1	0.2%	4%	i	7%	-10%	4%	7%	/	-1

Nothing new here: two of the compounds above.
Compound	Nrf2 activator	Nrf2 inh	S2 tox	TGFb SMAD3 inh	A549 viability	MCF10A rereplic	HepG2 tox	ATXN2 expr inh	IL-1B inflam inh
Cc1cc(Cl)c(S(=O)(=O)N2CCN(c3cccc(C)c3C)CC2)cc1OCC(N)=O	0.3%	?	/	?	-6%	12%	-94%	/	39
CCOc1ccc(C(=O)NC2CC(=O)N(c3ccc(C)cc3)C2)cc1OCC (stereo not given)	-0.9%	/	/	-2%	0%	/	1%	/	/

The results go on:
Compound	Nrf2 activator	Nrf2 inh	S2 tox	TGFb SMAD3 inh	A549 viability	MCF10A rereplic	HepG2 tox	ATXN2 expr inh	IL-1B inflam inh
CCN(CC(=O)NCc1cccs1)C(=O)COc1ccccc1C#N	-0.1%	9%	i	4%	0%	-3%	0%	4%	13
COc1ccc(NS(=O)(=O)c2cc(NC(=O)c3nn(C)c(=O)c4ccccc34)ccc2OC)cc1	-2.7%	-15%	i	13%	-5%	15%	-27%	17%	?
CC(=O)c1ccc(N2CCN(C(=O)Cc3ccccc3)CC2)c(F)c1	3.1%	-2%	i	1%	-2%	?	1%	24%	30
CCc1nc2c(OCc3ccc(F)c(F)c3)cccn2c1N(C)C(=O)C(C)C	-0.2%[9.22 µM]	/	i	-10%	/	/	-1%	-8%	24
Cc1ccc2c(CC(=O)NCc3ccccc3)coc2c1C	0.8%	15%	i	-12%	0%	/	-15%	-12%	/
Cc1ccc(S(=O)(=O)N2[C@@H](c3ccc(Cl)cc3)C(C(=O)O)=CC[C@H]2c2cccc(Cl)c2)cc1	-0.3%	-21%	i	-1%	-20%	2%	4%	6%	26
CC(C)CNS(=O)(=O)c1ccc(CCC(=O)N2CCN(c3ccccc3)CC2)cc1	2.0%	10µM*	i	14%	?	-44%[inhibitor]	0%	-28%	25
Cc1ccc(S(=O)(=O)N2CCCCC2)cc1NC(=O)Cc1c[nH]c2ccccc12	3.7%	-16%	i	-35%	5%	-3%	2%	0%	-6
COc1ccc(C(=O)COC(=O)c2ccc(Cl)nc2)cc1OC	-0.3%	-21%	i	26%	2%	2%	-91%	-7%	-4
Cc1cc(C=O)c(C)n1-c1ccc(N2CCOCC2)c([N+](=O)[O-])c1	1.6%[9.22 µM]	-5%	i	-1%	3%	-9%	-1%	-14%	-4
COc1cc(/C=C/C(=O)O)cc(S(=O)(=O)NNC(=O)c2ccc3c(c2)OCO3)c1OC	0.4%	26%	i	3%	11%	0%	-2%	9%	7
COc1ccc(CCCNC(=O)CC#N)cc1OC	-0.4%	12%	i	0%	-3%	-9%	-3%	-4%	10
COC(=O)[C@@H]1C(c2c(OC)cc(OC)cc2OC)=NO[C@H]1C(=O)OC	0.3%	6%	i	-26%	4%	2%	-36%	-8%	-2
CC12CCC(=O)N1C(C(=O)N1CCN(c3ccc([N+](=O)[O-])cc3)CC1)CS2 (stereo not given)	-0.3%	-6%	?	0%	?	1%	-4%	7%	2
C/C(Cc1ccccc1)=N\NC(=O)CNC(=O)c1ccccc1Cl	-0.3%	18%	i	?	0%	-2%	7%	-2%	28
COc1ccc(CCn2c(C)cc(C(=O)CCl)c2C)cc1OC	-2.7%	?	/	?	-23%	6.5µM*	-108%	?	-100*
COc1ccccc1CCc1nnc(CCC(=O)N(C)Cc2ccncc2C)o1	0.3%	-7%	i	-13%	-13%	-2%	-5%	/	-9
